# TNAP act DEA: activates human TNAP at intermediate phosphate acceptor concentration; P05186; purified TNAP, CDP-star luminescence, 100 mM DEA, 30 min; active compounds read high; scale: 0 levamisole-inhibited, 1 vehicle-only enzyme; activation factor at 20 µM; 64,000 tested, under 10 active; AID 813;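 active = activation factor of at least 2 at 20 µM, relative to controls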
# NADH enzymes: inhibition of NAD/NADH coupling enzymes, library profiling; coupled PK/LDH NADH assays, four targets; AID 774; IC50, µM (highest dose often 10 µM), for the others: at the top dose inhibition; 0.02% of 65,000 active;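 active = single-dose screening hits from any of four coupled enzyme assays that gave an IC50 when retested across doses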;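 note: the DPM-DC format reads NADH fluorescence rather than 340 nm absorbance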
# 5HT1a antag: 5-HT1a (human) receptor antagonism. 0.68% of 62,000 active. inhibition, % at 10 µM. CHO 5-HT1a Ga15 NFAT-bla reporter, antagonist mode. AID 612;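 active = inhibition above the mean of all tested compounds plus 3 SD, cut at about 43% in these data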;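 note: receptor stimulated by 5-CT agonist at 100 nM near EC80; beta-lactamase reporter measured by ratiometric fluorescence of a cleavable substrate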
# Target sequence (P08908 whole entry, looked up): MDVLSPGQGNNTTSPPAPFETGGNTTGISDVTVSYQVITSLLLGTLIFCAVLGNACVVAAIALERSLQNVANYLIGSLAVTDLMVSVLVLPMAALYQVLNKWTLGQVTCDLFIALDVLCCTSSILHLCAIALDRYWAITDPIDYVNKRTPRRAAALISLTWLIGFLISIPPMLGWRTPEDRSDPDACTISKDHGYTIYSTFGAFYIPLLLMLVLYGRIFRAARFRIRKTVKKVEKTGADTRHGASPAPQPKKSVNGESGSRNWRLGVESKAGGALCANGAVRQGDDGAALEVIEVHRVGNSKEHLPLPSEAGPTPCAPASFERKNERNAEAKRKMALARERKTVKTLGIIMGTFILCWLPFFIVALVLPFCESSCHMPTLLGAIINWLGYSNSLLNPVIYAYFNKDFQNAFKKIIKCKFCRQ
# Fluor 339 460: intrinsic fluorescence of library compounds, ex339/em460 – biochemical, MLSMR library, data from DPM-DC assay, artefact control, profiling panel; compound autofluorescence, ex339/em460 nm, NADH buffer; active compounds read high; 1 = no-compound wells, NADH background; 5.5% of 65,000 active; fluorescence fold increase at 10 µM;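 active = at 10 µM, mean starting fluorescence two-fold or more over control wells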;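 note: signal is the first read of a kinetic run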
# RORa activator: activators of human nuclear receptor RORA; CHO-K1 Gal4-RORA LBD luciferase reporter, luminescence; percent increase over mock-subtracted basal signal; activation, % at 10 µM; 1.5% of 65,000 active; AID 560;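 active = activation above the mean of all tested compounds plus 3 SD, cut at about 49% in these data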;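 note: 0% = DMSO-treated RORA cells and 100% = added signal equal to DMSO minus mock-transfected cells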
# Target sequence (P35398 whole entry, looked up, the tested form may be a part): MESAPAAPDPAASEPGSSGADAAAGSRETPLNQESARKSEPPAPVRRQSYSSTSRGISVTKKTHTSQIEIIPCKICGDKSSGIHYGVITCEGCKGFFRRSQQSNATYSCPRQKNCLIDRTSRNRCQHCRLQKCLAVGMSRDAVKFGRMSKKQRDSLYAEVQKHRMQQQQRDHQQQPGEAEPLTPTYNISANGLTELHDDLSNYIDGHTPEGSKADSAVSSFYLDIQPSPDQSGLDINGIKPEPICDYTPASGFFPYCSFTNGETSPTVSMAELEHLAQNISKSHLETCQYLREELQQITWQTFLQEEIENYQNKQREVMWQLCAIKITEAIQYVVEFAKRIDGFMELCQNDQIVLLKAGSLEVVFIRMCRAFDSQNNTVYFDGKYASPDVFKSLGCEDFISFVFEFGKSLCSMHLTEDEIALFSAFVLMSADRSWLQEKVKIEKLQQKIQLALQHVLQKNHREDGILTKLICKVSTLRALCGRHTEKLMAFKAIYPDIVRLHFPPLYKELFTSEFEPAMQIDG
# 5HT1a ag: agonists of human 5-HT1a serotonin receptor; P08908; CHO 5-HT1a Ga15 NFAT-bla reporter, FRET ratio; 0% basal, 100% maximal reference agonist; activation, % at 10 µM; 0.56% of 65,000 active; AID 567;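 active = activation above the screen-wide mean activation plus 3 SD, cut at about 19% in these data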;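 note: 0% = DMSO wells and 100% = 5-CT at EC100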
# SF1 activator: activates the human nuclear receptor SF-1; Q13285; 1.9% of 65,000 active; activation, % at 10 µM; CHO-K1 Gal4-SF-1 LBD luciferase reporter; % increase over DMSO SF-1-specific signal; AID 522;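 active = activation above the mean activation of all tested compounds plus 3 SD, cut at about 50% in these data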
#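 Test system: transient Gal4-SF-1 LBD reporter, CHO-K1; Amount: 4,000 CHO-K1 cells per well; Doses: 10 µM only; Timing: compound exposure 20 h at 37 °C; Signal: luciferase light emission; Read-out basis: percent activation relative to DMSO median and mock-transfected background; Control set: DMSO negative control and −SF1 background wells; Replicates: one test per compound.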
# Abs 340nm: compounds absorbing at 340 nm. compound absorbance at 340 nm, fold over control. fold change at 10 µM. 65,000 tested, under 10 active. AID 708;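 active = at 10 µM dose, initial 340 nm absorbance at least 2 fold that of control wells; inactive = change under 2 fold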;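 note: initial absorbance extrapolated from kinetic A340 decline of NADH oxidation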
# MMP-13 inhibitor: blocks human MMP13 activity; P45452; MMP-13 fTHP FRET cleavage, Mca fluorescence; inhibition, % at 4 µM; 0.07% of 65,000 active; AID 570;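 active = inhibition above the mean of compound-free control plate wells plus 3 SD, cut at about 14% in these data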;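 note: 0% = DMSO wells and 100% = wells with reference MMP-13 inhibitor after basal subtraction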
# An asterisk follows results filed as active; / = not tested or not shown; [ ] = remark or other dose.
1. Cc1cc(CN2CCOCC2)c(O)c(C2(C)CCCCC2)c1
2. CC(C)(O)c1cc(=O)sc2nc3ccccc3n12
3. Cn1c(=O)c(NC(=O)c2ccccc2)c2n(c1=S)CCCCC2
4. CCn1c(C(Cc2ccccc2)NC(=O)COC)nc2ccccc21 (configuration not stated)
5. Cc1ccccc1Cc1c(C)nc2ncnn2c1C
6. CCCNc1nc2c(c(=O)n(C)c(=O)n2C)n1CCc1ccccc1
7. COc1ccc(C(C)(C)C)cc1NC(=O)c1c(C)noc1C
8. CCCCN(C(=O)c1ccco1)c1nnc(-c2cc(OC)c(OC)c(OC)c2)s1

entry no.	1	2	3	4	5	6	7	8
TNAP act DEA	0.9	1	0.8	0.9	0.9	0.9	1	1
NADH enzymes	1%	2%	2%	1%	7%	4%	3%	4%[fluoresces]
5HT1a antag	-5	-6	7	-15	-8	-13	-7	-10
Fluor 339 460	1.1	1.1	1	1	1.1	1.1	1.1	1.9
RORa activator	-16	71*	-14	-18	-5	-17	-6	-7
5HT1a ag	3.7	2.5	-0.2	-0.4	-0.7	-0.8	-1.8	-1.0
SF1 activator	-1	53*	2	13	-4	4	-14	-5
Abs 340nm	1	1	0.98	0.98	1	1.1	1.1	1.1
MMP-13 inhibitor	-3	-4	4	-4	-4	-1	4	2

# Brought forward from above: two entries, then new ones.
7. COc1ccc(C(C)(C)C)cc1NC(=O)c1c(C)noc1C
8. CCCCN(C(=O)c1ccco1)c1nnc(-c2cc(OC)c(OC)c(OC)c2)s1
9. O=C(c1cc2nc(C3CC3)cc(C(F)F)n2n1)N1CCOCC1
10. Cc1cc(C(C)(C)C)cc(C)c1COC(=O)C1CCC(=O)N1 (configuration not stated)
11. CCN1C2=C(C(=O)CCC2)C(c2ccc(O)cc2)C2=C1CCCC2=O
12. O=C(Nc1c(Cl)cc(Cl)cc1C(=O)NCC1CCCO1)c1ccco1 (configuration not stated)
13. CCn1cc(C(=O)NCCCOC)c(=O)c2cc(S(=O)(=O)N(C)C3CCCCC3)ccc21
14. Cc1ccsc1C(=O)OCC(=O)Nc1sccc1C(N)=O
15. CCOc1ccc(OCC)c(NC(=O)C2CCCN(c3ncccn3)C2)c1 (configuration not stated)
16. CSc1nc(N)c(C#N)c(-c2ccccc2Cl)c1C#N

entry no.	7	8	9	10	11	12	13	14	15	16
TNAP act DEA	1	1	0.9	1	1	0.9	0.9	0.9	0.9	1
NADH enzymes	3%	4%[fluoresces]	3%	2%	6%	14%	4%	6%	3%	3%
5HT1a antag	-7	-10	-9	8	4	12	-19	-12	-5	/
Fluor 339 460	1.1	1.9	1.1	1.1	1.4	0.84	1	1.1	1.1	1.2
RORa activator	-6	-7	-4	1	-16	5	12	42	3	-3
5HT1a ag	-1.8	-1.0	1.1	-2.4	1.1	-5.5	0.0	1.3	0.7	4.2
SF1 activator	-14	-5	12	-10	5	-8	6	74*	0	-4
Abs 340nm	1.1	1.1	1	1	1.1	0.99	1	1	1.1	1.1
MMP-13 inhibitor	4	2	6	2	-1	-10	7	-3	-2	-2

17. Oc1ccc(C=NCC2COc3ccccc3O2)cc1 (configuration not stated)
18. Cc1c(C(=O)NC2=NCCS2)oc2ccccc12
19. CC1(C)CC(=O)C(C=NCc2ccccn2)=C(O)C1
20. Cn1c2c(c(=O)[nH]c1=O)C(NC(=O)c1ccco1)(C(F)(F)F)C(=O)N2 (configuration not stated)
21. CCSc1nc(-c2cccs2)nc2c1c(=O)n(C)c(=O)n2C
22. CCCCNC(=O)N1CCOCCOCCN(C(=O)NCCCC)CCOCC1
23. COc1cccc(CSc2nc3sc(C)c(C)c3c(=O)n2Cc2ccco2)c1
24. CSc1nc(-c2ccco2)nn1C(=O)c1cccs1

entry no.	17	18	19	20	21	22	23	24
TNAP act DEA	0.9	1	1	0.9	0.9	0.9	0.9	1
NADH enzymes	2%	10%	2%	2%	1%	1%	3%	1%
5HT1a antag	/	13	5	4	-5	/	33	-61
Fluor 339 460	1.1	1.1	1.1	1	1.3	1.1	1.1	1.2
RORa activator	/	6	8	-26	5	-12	-18	-18
5HT1a ag	/	-2.3	-2.0	-2.6	-1.5	-1.2	-0.1	-2.4
SF1 activator	/	5	8	13	2	-1	-7	5
Abs 340nm	1.2	1.1	1	1	1.1	1	1	1.1
MMP-13 inhibitor	/	6	-6	3	1	1	-1	-3

# Ordered by count of non-hydrogen atoms (rising): 8 of the compounds above.
18. Cc1c(C(=O)NC2=NCCS2)oc2ccccc12
24. CSc1nc(-c2ccco2)nn1C(=O)c1cccs1
16. CSc1nc(N)c(C#N)c(-c2ccccc2Cl)c1C#N
14. Cc1ccsc1C(=O)OCC(=O)Nc1sccc1C(N)=O
20. Cn1c2c(c(=O)[nH]c1=O)C(NC(=O)c1ccco1)(C(F)(F)F)C(=O)N2 (configuration not stated)
15. CCOc1ccc(OCC)c(NC(=O)C2CCCN(c3ncccn3)C2)c1 (configuration not stated)
23. COc1cccc(CSc2nc3sc(C)c(C)c3c(=O)n2Cc2ccco2)c1
22. CCCCNC(=O)N1CCOCCOCCN(C(=O)NCCCC)CCOCC1

entry no.	18	24	16	14	20	15	23	22
TNAP act DEA	1	1	1	0.9	0.9	0.9	0.9	0.9
NADH enzymes	10%	1%	3%	6%	2%	3%	3%	1%
5HT1a antag	13	-61	/	-12	4	-5	33	/
Fluor 339 460	1.1	1.2	1.2	1.1	1	1.1	1.1	1.1
RORa activator	6	-18	-3	42	-26	3	-18	-12
5HT1a ag	-2.3	-2.4	4.2	1.3	-2.6	0.7	-0.1	-1.2
SF1 activator	5	5	-4	74*	13	0	-7	-1
Abs 340nm	1.1	1.1	1.1	1	1	1.1	1	1
MMP-13 inhibitor	6	-3	-2	-3	3	-2	-1	1

# The list goes on.
25. CC1(c2ccc3noc(-c4ccccc4)c3c2)OCCO1
26. O=C1CC(N2CCN(c3ccc(O)cc3)CC2)C(=O)N1Cc1cccs1 (configuration not stated)
27. N=C1C(c2nc3ccccc3s2)=C(O)CN1CCCO
28. CCOC(=O)COc1ccc(S(=O)(=O)N2CCc3ccccc3C2)cc1
29. CC(C)CNc1nc(Oc2ccc(=O)n(C)n2)nc(N2CCOCC2)n1
30. N#Cc1nc(-c2ccc(OCc3ccccc3)cc2)oc1NCCCN1CCOCC1
31. CCOc1cc(N2CCOCC2)c(OCC)cc1NC(=O)c1cc(-c2ccco2)nc2ccccc12
32. Cc1nnc(Nc2ccc3c(c2)ncn3C)c2ccccc12

entry no.	25	26	27	28	29	30	31	32
TNAP act DEA	0.9	0.9	0.9	0.9	1	0.9	0.8	0.9
NADH enzymes	6%	8%	5%	3%	7%	4%[fluoresces]	5%	12%
5HT1a antag	3	-6	3	13	-13	-2	27	19
Fluor 339 460	1	1.1	1.3	1	1.1	3.9*	1.1	1.8
RORa activator	1	-18	23	-6	-8	17	-15	-12
5HT1a ag	1.0	-1.9	-1.4	-5.8	-1.4	1.9	2.2	-0.1
SF1 activator	-4	-16	23	-1	6	4	11	13
Abs 340nm	1	1	1.1	0.97	0.98	1	1.1	1.1
MMP-13 inhibitor	-2	0	-1	3	-15	-190[fluorescence artefact?]	-1	3

33. CCCn1c(CN(C)Cc2ccccc2)nc2c1c(=O)n(C)c(=O)n2C
34. Cc1occc1C(=O)N1CCN(c2ncccn2)CC1
35. Cc1ccc2nc(NC3=NCN(Cc4ccc5c(c4)OCO5)CN3)nc(C)c2c1
36. CC(C(=O)N1CCCCC1)N1C(=O)c2ccccc2C1=O (configuration not stated)
37. Cc1c(S(=O)(=O)N2CCN(c3cccc(C(F)(F)F)c3)CC2)c(=O)n(C)c(=O)n1C
38. CCn1c(=O)cc(OCC(=O)NCCCN2CCC(C)CC2)c2ccccc21
39. Cc1cccc(Cn2cnc3c(nnn3Cc3ccc(Cl)cc3)c2=O)c1
40. COC(=O)CSc1nnc(SCc2ccccc2)s1

entry no.	33	34	35	36	37	38	39	40
TNAP act DEA	/	0.9	0.9	0.9	0.9	0.9	0.9	1
NADH enzymes	3%	3%	5%	3%	4%	6%	6%	4%
5HT1a antag	10	-5	-7	/	-6	3	19	-2
Fluor 339 460	1.1	1.1	1.1	1.1	1.1	1.1	1.1	1.1
RORa activator	-28	-13	-4	-7	-8	-9	3	2
5HT1a ag	0.4	1.9	-0.2	-2.5	-2.6	-6.3	-1.1	-3.4
SF1 activator	-15	4	-4	-4	-12	0	-8	-14
Abs 340nm	1.1	1.1	1.1	1	1	0.99	0.98	1
MMP-13 inhibitor	2	-4	-2	-5	8	0	4	3

41. CN(C(=O)c1cccc(C#N)c1)c1nnc(-c2cnccn2)s1
42. CCOc1ccc(NC(=O)N2CC=C(n3c(=O)[nH]c4ccccc43)CC2)cc1
43. CCC(=O)c1cn(CC(=O)NCc2cccnc2)c2ccccc12
44. Cc1cccc(OCc2nnc(SCC(=O)OC3CCCCC3)o2)c1
45. COc1ccc(C(C)(C)C)cc1NC(=O)Nc1ccc2c(c1)OCO2
46. COC(=O)C1C(=O)CC(C)(O)C(C(=O)OC)C1c1ccccc1F (configuration not stated)
47. Cc1cc2c(c(=O)n1CC1CCCO1)C(c1ccc3c(c1)OCO3)C(C#N)=C(N)O2 (configuration not stated)
48. CCOC(=O)C1=C(C)OC(N)=C(C#N)C1c1ccc(OC)c(C)c1OC (configuration not stated)

entry no.	41	42	43	44	45	46	47	48
TNAP act DEA	1	0.9	1	0.9	0.8	0.8	0.9	0.9
NADH enzymes	6%	4%	4%	7%	2%	2%	11%	4%
5HT1a antag	2	7	-3	-12	27	/	/	10
Fluor 339 460	1.1	1.1	1.1	1.1	1.1	1.1	1.1	1.1
RORa activator	-2	-11	-13	-11	-11	-20	-6	3
5HT1a ag	0.6	-4.2	1.9	0.6	-1.7	-3.1	1.4	-4.4
SF1 activator	5	-12	1	9	-8	3	11	-12
Abs 340nm	1	1	1	0.97	0.98	1	1	1
MMP-13 inhibitor	3	-5	2	-1	3	-2	-1	4

49. Cc1oc(-c2cccs2)nc1CS(=O)CC(=O)NCCCOC(C)C (configuration not stated)
50. COc1cc(C)c(Cl)cc1S(=O)(=O)NCc1ccncc1
51. CCC(CC)C(=O)NCc1ccc2c(c1)cc(C)n2C
52. COc1ccccc1Oc1ccc(S(=O)(=O)NCc2ccccn2)cc1
53. CS(=O)(=O)N1CCN(C(=O)c2ccncc2)CC1
54. CCOC(=O)Nc1sc(NS(=O)(=O)c2ccccc2)nc1C
55. COc1ccc2oc(=O)c(C(=O)N3CCN(c4ccccc4)CC3)cc2c1
56. COc1ccc(Cn2c(=O)c3c(nc(NCCO)n3C)n(C)c2=O)cc1

entry no.	49	50	51	52	53	54	55	56
TNAP act DEA	1	0.9	/	1	1	0.9	0.9	0.9
NADH enzymes	2%	3%	2%	6%	9%	8%	6%	1%
5HT1a antag	7	2	5	1	-10	-5	9	/
Fluor 339 460	1.1	1	1.1	1.1	0.76	1	1.3	1.1
RORa activator	28	-38	-26	-13	-23	8	15	7
5HT1a ag	0.4	-0.9	-1.8	-0.8	0.9	0.8	1.9	2.3
SF1 activator	0	-21	-10	-3	9	-14	10	11
Abs 340nm	1	0.99	1	1	0.99	1	1	0.99
MMP-13 inhibitor	4	2	0	10	-4	5	-67	-2

# Screening data (PubChem)
